Source: PubChem BioAssay (National Center for Advancing Translational Sciences (NCATS))
FBPA Giardia inh = Giardia lamblia aldolase inhibition; purified Giardia FBPA; Potency, µM (titrated, usually from 59.6 µM), inactives show at the top dose activity, negative = inhibition, actives largely listed as inhibitors; actives 0.71% (n = 290,000); AID 2451; note: potency is the fitted concentration of half-maximal effect; nearly all actives have a fitted effect of over 55% in size
Target sequence (A8B2U2 whole entry, looked up): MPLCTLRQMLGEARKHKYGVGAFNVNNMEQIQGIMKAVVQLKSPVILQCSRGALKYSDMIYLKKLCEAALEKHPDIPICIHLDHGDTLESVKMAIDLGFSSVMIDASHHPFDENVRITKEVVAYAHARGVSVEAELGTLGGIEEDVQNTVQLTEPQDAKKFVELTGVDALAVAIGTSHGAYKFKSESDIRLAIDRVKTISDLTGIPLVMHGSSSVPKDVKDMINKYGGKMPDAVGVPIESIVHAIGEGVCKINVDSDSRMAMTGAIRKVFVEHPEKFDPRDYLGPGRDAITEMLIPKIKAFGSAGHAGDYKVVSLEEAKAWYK
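40 nM FBPA preincubated 10 min at RT with compound (up to 57.5 uM final), then substrate plus GAPDH/TPI/NAD/arsenate coupling and diaphorase/resazurin added. Fluorescence read after 20 min at RT, 525/598 nm.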
Sm TGR inh = S. mansoni TGR enzyme inhibition; Q962Y6; purified TGR, DTNB reduction, TNB absorbance 405 nm; Potency, µM (top dose mostly 114 µM), without a hit: at the highest dose activity change, negative = inhibition, usual class: inhibitors; actives 3% (n = 360,000); AID 485364; note: potency is the fitted concentration of half-maximal effect; nearly all actives have a fitted effect of over 60% in size
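First, TGR (20 nM dispensed) and NADPH were mixed with compound. Second, a 15 min room-temperature incubation followed. Third, further NADPH and then DTNB were added to start the reaction. Finally, TNB absorbance was monitored kinetically.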
AmpC detergent = AmpC beta-lactamase inhibition with detergent present. P00811. AmpC hydrolysis of nitrocefin, absorbance 480 nm, 0.01% Triton. Potency, µM (top dose mostly 114 µM), inactives show top-dose activity change, negative = inhibition, usual class: inhibitors. actives 0.041% (n = 370,000). AID 485294;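 note: potency is the fitted concentration of half-maximal effect; 0% = no-compound wells and -100% = no-enzyme wells; nearly all actives have a fitted effect of over 25% in size; some results filed as inactive show a strong effect at the top dose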
Target sequence (P00811 whole entry, looked up): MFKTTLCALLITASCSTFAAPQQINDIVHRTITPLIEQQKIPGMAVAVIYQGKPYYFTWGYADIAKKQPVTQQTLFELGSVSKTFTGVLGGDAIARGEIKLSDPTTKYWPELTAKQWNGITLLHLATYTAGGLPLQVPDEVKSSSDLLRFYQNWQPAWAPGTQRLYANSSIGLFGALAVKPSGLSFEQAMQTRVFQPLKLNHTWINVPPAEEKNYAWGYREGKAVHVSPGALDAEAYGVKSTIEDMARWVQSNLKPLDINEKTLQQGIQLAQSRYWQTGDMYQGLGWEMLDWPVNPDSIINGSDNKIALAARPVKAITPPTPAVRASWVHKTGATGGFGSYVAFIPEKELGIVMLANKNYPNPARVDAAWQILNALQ
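AmpC (5.3 nM in the dispensed reagent) in 20 mM phosphate pH 7.0 with 0.01% (detergent screen) or 0.0001% Triton X-100 was preincubated with compounds for 15 min at room temperature. Nitrocefin was then added from an 800 uM solution, and hydrolysis was followed at 480 nm.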
HCV inhibitor = HCV inhibition | AID 651820 | Huh7.5.1 HCVcc-Cre infection, luciferase reporter, 44 h | Potency, µM (series often up to 41.8 µM), inactives show at the top dose activity change, negative = inhibition, most hits filed as inhibitors | actives 3.4% (n = 340,000); note: potency is the fitted concentration of half-maximal effect
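1,000 cells/well; 4 h culture; + compound; + HCVcc-Cre (~0.5 moi); 44 h; luciferase substrate, RT 15 min; read 15 sec.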
HCMV inh = blocks human cytomegalovirus replication; actives 4.5% (n = 410,000); activity change, negative = inhibition, % at 57.5 µM; AID 1259415; HFF cells, HCMV-luciferase reporter, 72 h; active compounds read low; in the data active = activity change below about -60%; inconclusive = no clear call, values can overlap the other calls; inactive = above about -39%
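Compounds were evaluated in HFFs infected with an HCMV luciferase reporter virus (MOI 1 PFU/cell). Luciferase in lysates collected 72 h post infection served as the replication measure.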
AmpC inh no detg = AmpC beta-lactamase inhibition without detergent | actives 0.52% (n = 330,000) | P00811 | Potency, µM (top dose mostly 57.1 µM), without a hit: top-dose activity change, negative = inhibition, most hits filed as inhibitors | AID 485341 | AmpC nitrocefin hydrolysis, absorbance 480 nm, 0.0001% Triton;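 note: potency is the fitted concentration of half-maximal effect; plate controls were no compound for no effect and no enzyme for full effect; nearly all actives have a fitted effect of over 20% in size; some results filed as inactive show a strong effect at the top dose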
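AmpC (5.3 nM in the dispensed reagent) in 20 mM phosphate pH 7.0 with 0.01% (detergent screen) or 0.0001% Triton X-100 was preincubated with compounds for 15 min at room temperature. Nitrocefin was then added from an 800 uM solution, and hydrolysis was followed at 480 nm.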
Active calls of the source: *; ? = inconclusive; . = not tested or not shown; & = joins results of further samples; [ ] = another dose, or the depositor's remark. Unless noted, calls come from the whole dose curve; as a rule, active = well fitted curve in the direction sought with a large enough effect; inconclusive = small, poorly fitted or top-dose-only effect, or another doubt; inactive = no such curve, though single readings can be large; an effect the other way counts as inactive or inconclusive. Unless noted, % is set by controls: 0 for no effect and ±100 for the full control effect. An unsorted share of the library; overall some 9.9% were active at least once.

SMILES	FBPA Giardia inh	Sm TGR inh	AmpC detergent	HCV inhibitor	HCMV inh	AmpC inh no detg
COc1ccc2c(c1OC)c(=O)n1c3ccc(OC(C)C(=O)NCCCN4CCOCC4)cc3c3ccnc2c31 (configuration not stated)	-18%	?	-2%	?	.	335%[activator]
O=C(Nc1ccccc1OC(F)F)C1CC(=O)N(Cc2ccccc2)C1 (configuration not stated)	.	0%	-8%	19%	-21	-1%
Cc1ccc(NS(=O)(=O)c2cc3[nH]c(=O)c(=O)[nH]c3cc2C)cc1N(C)C	.	10%	13%	.	8	.
CCOC(=O)c1[nH]c2ccc(F)cc2c1NC(=O)c1ccccc1C(=O)O	12%	-9%	-13%	-4%	29	-1%
CC1CCCC(C)N1C(=O)CSc1ccc(-c2ccc3c(c2)OCCO3)nn1 (configuration not stated)	-17%	-3%	7%	-12%	20	-4%
O=C(c1ccc(Cl)c(S(=O)(=O)N2CCCC2)c1)N1CCCCC1	-10%	0%	3%	7%	12	0%
CCOC(=O)C1CCCN(C(=O)c2cc3c(=O)n(C)c4ccccc4c3s2)C1 (configuration not stated)	.	-8%	-3%	.	-2	.
CCOC(=O)C1=C(C)NC(C)=C(C(=O)OCC)C1C(=O)OCC(=O)N1CCCCC1CC (configuration not stated)	4%	0%	1%	-8%&0%	?	70%[activator]
CCOC(=O)c1c(C)[nH]c(C)c1S(=O)(=O)N1CCC(C(=O)N2CCN(c3ccccc3F)CC2)CC1	.	-7%	-4%	.	-8	.
C/C(=N\NC(=O)CNC(=O)C1COc2ccccc2O1)c1ccc(Cl)cc1 (configuration not stated)	1%	11%	4%	2%	-14	1%
Cc1ccccc1-n1c(=O)c2ccccc2n2nnnc12	2%	-2%	?	18%	3	-14%
Cc1ccc(S(=O)(=O)NCc2nnc(SCC(=O)Nc3cccc(C)c3C)n2C)cc1	-3%	-8%	1%	-4%	29	0%
CC(=O)Nn1c(C)nnc1-n1nc(C)cc1C	3%	1%	0%	18%	-16	-17%
COc1ccc(-n2ncc3c(NCCCOC(C)C)ncnc32)cc1	.	6%	2%	.	48	.
COC(=O)c1cc(N=CC2=C(O)CC(C)(C)CC2=O)cc(C(=O)OC)c1	1%	-5%	?	-2%	63	2%
CCCCC(=O)C1C(=O)NC(=O)NC1=O	-2%	4%	-1%	17%	-26	-9%
O=C(NCCN1CCN(c2ccccc2)CC1)C1CCCN(S(=O)(=O)c2cnc[nH]2)C1 (configuration not stated)	3%	78%[activator]	-1%	19%	.	2%
COc1ccc(CC(=O)N[C@@H](C)C(=O)N2CCC3(CC2)NCCc2[nH]cnc23)cc1	.	?	1%	7%	-22	-18%
O=C(NCc1ccc(F)cc1)c1ccc(Cl)c(NC2=NC3CS(=O)(=O)CC3S2)c1 (configuration not stated)	-8%	6%	-2%	6%	8	-28%
O=c1[nH]cnc2ccc([N+](=O)[O-])cc12	0%	-1%	-14%	20%	-16	-21%
CC(SCc1ccccc1)C(=O)Nc1ccccc1-c1ccccc1 (configuration not stated)	6%	-2%	-3%	7%	-30	-19%
CCC(=O)CN(Cc1cc(OC)ccc1OC)S(=O)(=O)c1ccccc1Br	.	.	.	-5%	-11	-10%
Cc1sc2ncnc(OCC(=O)N3CCN(S(=O)(=O)c4ccc(Cl)cc4)CC3)c2c1C	12%	-10%	-8%	-25%&-1%	-28	56%
CCc1ccc2oc(-c3cc(N)ccc3Cl)nc2c1	-9%	3%	?	-7%	47	-1%
Cc1ccc(Nc2cc(C)nc(-n3nc(C)cc3C)n2)cc1	.	-2%	-8%	.	-92*	.
O=C(O)c1ccc(OCCN2CCCC2=O)cc1	-13%	1%	4%	20%	54	-15%
COc1ccc(C2CC(=O)c3c([nH]c(C(=O)OCc4ccccc4)c3C)C2)cc1 (configuration not stated)	.	6%	12%	.	?	.
O=C(Cn1c(CSc2ccccc2)nc2ccccc21)Nc1ccccc1	0%	-3%	-13%	.	.	-42%
COc1ccccc1-c1nnc(C2CCN(S(=O)(=O)c3ccc(CC(C)C)cc3)CC2)o1	.	4%	-10%	.	-8	.
COc1ccc(CC(=O)N2CCN=C2SC)cc1OC	6%	-5%	-10%	8%	-23	-3%
CC(=O)NC(Cc1ccccc1F)C(=O)NC1CCN(C(=O)NCc2ccccc2)CC1 (configuration not stated)	.	2%	-1%	10%	3	1%
CCOC(=O)c1ccc(N2CCN(c3ccccc3OC)CC2)c(NC(=O)Nc2ccc(CC)cc2)c1	.	5%	5%	.	12	.
CN(C)S(=O)(=O)c1ccc2c(c1)C(=NO)c1cc(S(=O)(=O)N(C)C)ccc1-2	19%	9%	1%	-21%	-64*	0%
COc1cccc(CNC(=O)CSc2c3c(nc4cc(Cl)ccc24)CCCC3)c1	.	-5%	7%	.	?	.
O=C(OCC(=O)N1CCOCC1)c1ccc(Cl)nc1	6%	1%	0%	-3%	55	-13%
O=C(Oc1cccc(/C=N/NC(=O)c2ccccn2)c1)c1ccc([N+](=O)[O-])cc1	.	-3%	6%	8%	-25	-48%
CCONC(=O)Nc1ccccc1	5%	4%	2%	19%	-33	3%
Cc1cccc(N2C(=O)c3cccc4c(N5CCCCC5)c([N+](=O)[O-])cc(c34)C2=O)c1C	-3%	-2%	-5%	0%	45	-4%
CN1CCC(NC(=S)Nc2cccc([N+](=O)[O-])c2)CC1	-11%	-8%	?	-8%	14	-6%
Cc1ccc(CN(C(=O)c2ccccc2)c2ccccn2)o1	.	-13%	9%	.	5	.
COCCCn1c(-c2ccc(OC)cc2)cc(C(=O)NC2CCCCCCC2)c1C	2%	-18%	0%	?	-65*	166%[activator]
CN(Cc1ccccc1)CC(O)COc1ccc(CNCc2ccc(Cl)s2)cc1 (configuration not stated)	1%	-2%	1%	?	?	58%
CCN(CCCNC(=O)c1cc2cc3ccc(OC)cc3nc2s1)c1cccc(C)c1	.	-4%	14%	.	-68*	.
Cc1cccc(C(=O)NCC(=O)NCCCSc2ccccc2)c1	.	-8%	-14%	13%	-17	-11%
Cc1ccccc1OCC(=O)Nc1nnc(S(=O)(=O)N2CCCCCC2)s1	.	3%	25%	.	2	.
Cc1cc(C(=O)NNC(=O)C(C)(C)Oc2ccc(Cl)cc2)c(C)o1	.	.	.	-6%	5	-25%
CCC(=NCCC(c1ccccc1)c1ccccc1)c1c(O)[nH]c(=O)[nH]c1=O	-7%	-8%	?	?	36	-11%
CCOC(=O)CSc1nnc(NC(=O)CCc2ccccc2)s1	3%	0%	-3%	14%	0	-12%
Cc1c(-c2ccccc2)oc2c(C(=O)N3CCN(c4ccc([N+](=O)[O-])cc4)CC3)cccc2c1=O	-2%	-3%	?	-27%	-61*	29%
CCCC(=Nc1ccccc1OC)C1=C(O)CC(c2ccccc2)CC1=O (configuration not stated)	-5%	4%	-5%	11%	-39	-38%
O=S1(=O)N=C(N2CCN(Cc3ccc4c(c3)OCO4)CC2)c2ccccc21	6%	10%	-10%	-5%	-6	-15%
CCOc1ccccc1NC(=O)CSc1nnc(CCC(=O)Nc2ccccc2F)n1C	.	-5%	1%	?	27	49%
CC(C)C(NC(=O)c1ccco1)C(=O)OCc1cc([N+](=O)[O-])cc2c1OCOC2 (configuration not stated)	-8%	.	2%	?	6	-15%
O=C(c1cc2ccccc2s1)N1CCOCC1	0%	7%	-7%	19%	25	9%
CCCCOC(=O)c1ccc(NC(=O)c2cnccn2)cc1	2%	8%	?	-12%	-8	-33%
COc1ccc2nc(/C=N/NC(=O)[C@@H]3CCCN3C(=O)OC(C)(C)C)ccc2c1	-11%	5%	2%	-3%	115	83%[activator]
COc1ccc(Cn2nnc3c(C)n[nH]c(=O)c32)cc1	7%	0%	-2%	17%	31	-9%
COc1ccccc1CN1CCN(C(=O)c2ccco2)CC1	?	-26%	0%	0%	15	-7%
CC(=O)N1CCc2cc(S(=O)(=O)NCCC(=O)Nc3ccc4c(c3)OCCO4)ccc21	-2%	3%	0%	-15%	.	-16%
Cc1ccc(NS(=O)(=O)c2cc(C(=O)NCCSC3CCCCC3)ccc2C)cc1	-16%	21%	-2%	?	-32	-43%
(list continues)
SMILES	FBPA Giardia inh	Sm TGR inh	AmpC detergent	HCV inhibitor	HCMV inh	AmpC inh no detg
Oc1ccccc1/C=N/Nc1ncc(Br)cn1	-5%	2%	-11%	?	-98*	-21%
C[C@H](NC(=O)c1nc[nH]c1C(=O)N[C@@H](Cc1ccccc1)C(=O)OC(C)(C)C)c1ccccc1	?	-2%	13%	?	6	4%
CCc1ccccc1NC(=O)C(C)n1nc([N+](=O)[O-])c(Br)c1C (configuration not stated)	2%	?	-7%	0%	-8	-12%
CCC1=NN2C(=N)/C(=C/c3c(C)nn(-c4ccccc4)c3Cl)C(=O)N=C2S1	4%	-15%	-6%	25%	-22	-41%
O=C(Nc1nc(-c2ccco2)c(-c2ccco2)s1)c1cnccn1	.	14µM*	-12%	?	-28	-33%
CCc1ccc(NC(=S)N(CCN2CCCCC2)Cc2ccco2)cc1	3%	-1%	-12%	-12%	-29	2%
COc1ccc(CCN(C)C(=O)c2cc(-c3ccccc3)nc3ccc(C)cc23)cc1OC	.	-15%	1%	?	33	-30%
CC(C)NC(=S)N1CCCN(c2ncccc2[N+](=O)[O-])CC1	-6%	-2%	-1%	-1%	.	-2%
Cc1ccc(NC(=O)Cn2c(=O)c(CNc3ccccc3)cc3cc4c(cc32)OCCO4)cc1	.	-4%	2%	.	-2	.
O=C(c1ccc2ccccc2n1)N1CCN(S(=O)(=O)c2ccccc2)CC1	.	.	.	9%	-3	-24%
O=C(CN(c1ccc(F)cc1)S(=O)(=O)c1ccc2c(c1)OCCO2)NCc1ccccc1	5%	-1%	-1%	18%	2	-31%
Cc1ccc(C(=O)NCCOc2cccc(C)c2)cc1	0%	.	4%	16%	5	-6%
COc1ccc(/C=C2\N=C3CCCCCN3C2=O)cc1OC	-7%	2%	?	3%	-6	-13%
CCc1ccccc1NC(=S)N(Cc1cccc(C)c1)c1cccnc1	3%	-3%	3%	-9%	-9	-16%
O=C(NC1CCOc2ccccc21)c1ccc(Cl)nc1 (configuration not stated)	3%	-9%	-8%	10%	-5	-15%
Cc1ccc(N(C)C(=O)c2cnn(-c3ccccc3)c2C)c(C)c1	-7%	-15%	-15%	-26%	-20	24%
